Runt-SMMHC FRET = Runt domain-CBFb-SMMHC interaction inhibition; Cerulean-Runt/Venus-CBFb-SMMHC FRET ratio 530/480, 1 h; 220,000 compounds, 0.74% hits; Q01196+Q13951; AID 1434; inhibition, % at 20 µM;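 active means mean inhibition across duplicate retests at 20 µM reaching about 50%, limit read from the data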;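 further: 0% = DMSO wells and 100% = wells with excess untagged CBFb-SMMHC; inhibitors lower the FRET ratio by blocking Runt binding to CBFb-SMMHC; some results filed as inactive read as strong as hits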
TNF necrop inh = TNF-alpha cell death inhibition in Jurkat FADD-/- cells; Jurkat FADD-/- TNF necroptosis rescue, ATP luminescence, 24 h; 0 = TNF only, 100 = no-TNF cells; 220,000 compounds, 0.068% hits; AID 463075; activation (protection from cell death), % at 10 µM;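 active means activation, meaning protection from cell death, of at least 50% relative to plate controls; inactive means activation below 50%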;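 further: necroptosis triggered by 40 ng/mL TNF-alpha added together with compound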
RBBP9 inhibitor = inhibitors of human serine hydrolase RBBP9; O75884; recombinant RBBP9, FP-Rh probe fluorescence polarization; inhibition, % at 7.94 µM; 220,000 compounds, 0.2% hits;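 active means inhibition above the campaign mean of all tested compounds plus 3 SD, cut at about 14% in these data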;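 further: plate controls were DMSO wells with RBBP9 for no effect and wells lacking RBBP9 protein for full effect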
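Test system: recombinant human RBBP9; Timing: 30 min then 45 min, 25 °C; Detection: fluorescence polarization; Control set: RBBP9 with DMSO as uninhibited control, no-protein wells as full inhibition; Compound dosing: one concentration, 7.94 µM nominal, 0.794% DMSO; Probe or stimulus: FP-Rh activity-based probe, 375 nM before mixing.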
EP2 modulator = modulators of human EP2 prostaglandin E2 receptor | EP2-expressing cells, cAMP HTRF FRET, PGE2 co-stimulation | induction, % at 25 µM | 260,000 compounds, 0.83% hits;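 active means compounds whose cAMP rise, as percent of the full-agonist control response, exceeds 60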;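 further: rat C6 glioma line stably carrying human EP2 under a CMV promoter; the protocol text gives 20 µM as final concentration; 100% = response of wells given 1 µM PGE2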
PERK inh = inhibitors of human PERK kinase; Q9NZJ5; CHO PERK-DD fusion, SEAP luminescence translation reporter; inhibition, % at 5.6 µM; 220,000 compounds, 0.17% hits;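 active means inhibition above the mean inhibition of all tested compounds plus 3 SD, set separately per screening campaign, cut at about 2.9% in these data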;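 further: PERK kinase domain activated by AP20187 dimerizer at 100 nM; 0% = DMSO with dimerizer and 100% = rapamycin at 8.4 µM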
Target sequence (Q9NZJ5 whole entry, looked up, the tested form may be a part): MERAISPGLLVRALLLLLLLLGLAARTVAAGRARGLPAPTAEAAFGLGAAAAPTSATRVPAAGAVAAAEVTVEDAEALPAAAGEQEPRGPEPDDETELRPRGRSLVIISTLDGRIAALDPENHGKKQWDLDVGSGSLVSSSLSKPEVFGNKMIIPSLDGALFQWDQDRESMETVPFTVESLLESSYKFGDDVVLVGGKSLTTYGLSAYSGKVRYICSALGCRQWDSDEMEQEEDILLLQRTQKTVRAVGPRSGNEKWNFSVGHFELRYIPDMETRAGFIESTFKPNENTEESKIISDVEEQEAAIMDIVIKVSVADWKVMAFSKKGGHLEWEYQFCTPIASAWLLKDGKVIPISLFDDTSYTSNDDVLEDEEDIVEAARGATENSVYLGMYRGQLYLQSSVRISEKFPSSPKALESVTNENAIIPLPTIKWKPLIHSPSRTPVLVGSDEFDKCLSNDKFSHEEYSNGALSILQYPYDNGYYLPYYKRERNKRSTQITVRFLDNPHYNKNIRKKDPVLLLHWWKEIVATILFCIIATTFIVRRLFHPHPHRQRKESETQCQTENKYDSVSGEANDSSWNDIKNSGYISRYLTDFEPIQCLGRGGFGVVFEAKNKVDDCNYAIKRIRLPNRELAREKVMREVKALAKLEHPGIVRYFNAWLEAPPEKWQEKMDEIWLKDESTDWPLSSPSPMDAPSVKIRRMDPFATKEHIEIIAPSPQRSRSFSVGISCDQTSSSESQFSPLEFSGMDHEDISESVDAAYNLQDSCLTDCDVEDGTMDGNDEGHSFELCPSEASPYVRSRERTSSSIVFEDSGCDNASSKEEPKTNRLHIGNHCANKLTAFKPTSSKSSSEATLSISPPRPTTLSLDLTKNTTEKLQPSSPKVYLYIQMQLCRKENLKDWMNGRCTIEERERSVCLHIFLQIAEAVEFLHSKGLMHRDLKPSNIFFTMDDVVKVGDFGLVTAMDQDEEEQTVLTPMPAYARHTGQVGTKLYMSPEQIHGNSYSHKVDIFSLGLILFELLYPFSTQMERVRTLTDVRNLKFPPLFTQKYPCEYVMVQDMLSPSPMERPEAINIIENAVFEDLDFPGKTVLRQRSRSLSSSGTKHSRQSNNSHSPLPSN
Hck Nef HTS = human Hck-Nef kinase inhibition; 220,000 compounds, 0.68% hits; Recombinant Hck-YEEI plus Nef, Z-Lyte FRET kinase assay; AID 463187; inhibition, % at 20 µM; P08631;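 active means Hck-Nef kinase inhibition above about 50%, limit read from the data; inactive means inhibition below that limit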;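 further: 0% = DMSO with Hck plus Nef and 100% = Hck alone without Nef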
EP2 antag = EP2 receptor (human) inhibition. P43116. C6 glioma cells expressing human EP2, cAMP TR-FRET; cells stimulated with saturating PGE2. inhibition, % at 25 µM. 260,000 compounds, 0.52% hits. AID 1422;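 active means percent inhibition above 40 after rounding to a whole number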;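 further: rat C6 glioma host cells with rolipram phosphodiesterase inhibitor present; the protocol text gives 20 µM as final concentration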
Runt-CBFb FRET = blocks binding of human RUNX1 Runt domain to CBFb. Cerulean-Runt/Venus-CBFb FRET ratio 530/480, 1 h. inhibition, % at 20 µM. 220,000 compounds, 0.46% hits. AID 1496;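 active means inhibition over about 50% at 20 µM in the single-dose screen, limit read from the data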;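 further: 0% = DMSO wells and 100% = excess unlabeled CBFb competitor control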
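Reagent – Venus-CBFb binding partner, 100 nM · Assay system – Cerulean-tagged RUNX1 Runt domain (FRET donor) fusion protein · Input – 100 nM per protein · Incubation – two 1 h room-temperature incubations shielded from light · Measured by – FRET fluorescence · Medium – Tris buffer pH 7.5 with salts and BSA · Benchmarks – unlabeled CBFb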
zVAD death inh = blocks zVAD induced death of L929 cells; L929 zVAD necroptosis rescue, ATP luminescence, 24 h; with zVAD 60 µM; viability rescue, % at 10 µM; 220,000 compounds, 0.38% hits;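 active means activation, scaled between plate controls, above about 75%, limit read from the data; inactive means activation under that limit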;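 further: 0% = zVAD with DMSO and 100% = DMSO alone without zVAD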
Starred values were filed as active, the others as inactive; x = not tested or not shown; & = joins results of further samples.

SMILES	Runt-SMMHC FRET	TNF necrop inh	RBBP9 inhibitor	EP2 modulator	PERK inh	Hck Nef HTS	EP2 antag	Runt-CBFb FRET	zVAD death inh
COc1ccc(NC(=O)NNC(=O)CCC(=O)Nc2ccccc2Cl)cc1	-2	-0.1	3	23	-0.1	28	4	1	2.8
O=S1(=O)N=C(Nc2ccc(S(=O)(=O)N3CCCCC3)cc2)c2ccccc21	1	3.3	-13	-2	-0.7	14	10	-3	2.9
CC(C)c1ccc(S(=O)(=O)N2CCN(C(=O)c3ccco3)CC2)cc1	-2	1.0	-5	-16	-0.3	1	4	-1	-0.7
CCc1ccc(CN(C)Cc2nc(COc3ccccc3)no2)nc1	-2	-0.7	0	-8	1.1	22	5	-2	1.3
Cc1[nH]c(=O)[nH]c(=O)c1S(=O)(=O)N1CCC(C(=O)N2CCN(Cc3ccccc3)CC2)CC1	2	0.0	-4	23	0.5	0	10	1	0.3
CC(C)NC(=O)C1COc2ccccc2O1 (stereo unspecified)	0	0.9	-5	18	0.3	22	9	0	4.9
CC(C)C(=O)N1CCC2(CC1)Oc1ccc(Cl)cc1C(=O)C21CC(c2cccnc2)=NO1 (stereo unspecified)	-2	2.3	x	11	x	26	10	0	-0.9
CCCOc1cccc(C2/C(=C(/O)c3ccc(F)cc3)C(=O)C(=O)N2CCN(C)C)c1 (stereo unspecified)	6	0.5	0	1	0.2	-1	21	-1	0.2
COc1ccc(C(=O)N2CCNC(=O)C2CC(=O)Nc2ccc(C)cc2)cc1 (stereo unspecified)	1	-0.6	-10	4	0.8	-9	12	2	0.0
CCOC(=O)C(NC(=O)Nc1ccc(Cl)cn1)(Oc1ccc(F)cc1)C(F)(F)F (stereo unspecified)	5	1.8	-1	-2	0.2	1	1	0	0.8

Record cards (already shown).
Profile of CC(C)c1ccc(S(=O)(=O)N2CCN(C(=O)c3ccco3)CC2)cc1 : Runt-SMMHC FRET: -2; TNF necrop inh: 1.0; RBBP9 inhibitor: -5; EP2 modulator: -16; PERK inh: -0.3; Hck Nef HTS: 1; EP2 antag: 4; Runt-CBFb FRET: -1; zVAD death inh: -0.7
Profile of CCCOc1cccc(C2/C(=C(/O)c3ccc(F)cc3)C(=O)C(=O)N2CCN(C)C)c1 (stereo unspecified) : Runt-SMMHC FRET: 6; TNF necrop inh: 0.5; RBBP9 inhibitor: 0; EP2 modulator: 1; PERK inh: 0.2; Hck Nef HTS: -1; EP2 antag: 21; Runt-CBFb FRET: -1; zVAD death inh: 0.2

The list continues.
SMILES	Runt-SMMHC FRET	TNF necrop inh	RBBP9 inhibitor	EP2 modulator	PERK inh	Hck Nef HTS	EP2 antag	Runt-CBFb FRET	zVAD death inh
COc1ccc(N2C(=O)c3ccccc3NC23CCCCC3)cc1	4	-1.1	-2	24	0.6	1	10	-2	0.3
Cc1nnc(Sc2cc(C(=O)NCCCOC(C)C)c3ccccc3n2)s1	-2	8.3	-9	8	-1.4	-1	9	0	65
CCc1nnc(NC(=O)CSc2ncc(-c3ccccc3)n2CC)s1	-5	-3.1	-7	25	0.2	1	2	-2	0.2
COC(=O)/C=C/c1ccc(OC(=O)c2ccncc2)cc1	0	0.4	-2	37	1.5	6	8	1	-0.1
COc1cc(C(=O)Nc2ccc(S(=O)(=O)Nc3nccc(C)n3)cc2)c([N+](=O)[O-])cc1OC	2	0.5	7	5	0.0	12	9	-2	0.1
CCOC(=O)c1c(-c2ccccc2Cl)csc1NC(=O)CSc1nc(C)cc(=O)[nH]1	-9	2.0	-9	36	0.7	2	7	-17	0.0
Cn1c(CCNC(=O)c2ccco2)nc2cc(NC(=O)C3CCCCC3)ccc21	2	1.8	-3	2	0.9	1	10	-4	0.8
CC(=O)Nc1ccc(S(=O)(=O)Oc2ccc(C(=S)N3CCCCC3)cc2)cc1	6	0.5	-8	-44	-2.4	1	7	5	-0.1
CCOc1cc2[nH]c(=S)n(CCN3CCCCC3CC)c(=O)c2cc1OCC (stereo unspecified)	1	0.3	-6	17	-1.2	0	7	2	-0.9
Cc1ccc(S(=O)(=O)NCC(=O)OCC(=O)c2cccs2)cc1	-5	1.1	-7	12&14	0.1	-22	12&4	-2	0.0
COc1ccc(C2(C(=O)NC3CCCCC3)CCOCC2)cc1OC	0	0.2	-6	-7	-0.2	1	7	0	0.1
Brc1c(CSc2nc3ccccc3o2)nc2ncccn12	4	0.5	-3	7	2.0	2	21	1	0.9
CC(C)CCNC(=O)C1CC(=O)N(C2CCCC2)C1 (stereo unspecified)	0	0.8	-1	26	0.6	2	11	3	0.5
CCN(CC)S(=O)(=O)c1ccc(C(=O)OCn2c(SC)nnc(C)c2=O)cc1	-3	-0.4	-5	7	0.3	1	6	-3	0.8
COc1ccccc1N1C(=O)CSC1=NC(=O)c1ccccc1	-2	2.0	-1	23	0.3	0	2	2	0.1
COc1ccc(F)cc1C(=O)C1CCCN(Cc2cnc(N3CCCC3)s2)C1 (stereo unspecified)	0	1.3	-7	-28	0.1	5	4	0	-0.4
Brc1cccc2sc(N3CCN(c4ccccc4)CC3)nc12	-1	2.1	1	22	0.4	-25	4	2	2.0
CC(C)CCNC(=O)CCc1nnc(Cc2c[nH]c3ccccc23)o1	-1	-0.3	-9	10	1.0	-4	3	-2	-0.2
CCc1ccc(N/C(SC)=C(/C#N)C(N)=O)cc1	0	-0.8	1	12	0.8	1	10	1	0.8
Cc1ccc2nc(C)cc(C(=O)OCC(=O)c3ccc(Cl)c([N+](=O)[O-])c3)c2c1	-5	-8.7	-2	-6	0.5	1	x	-5	0.0
COc1ccccc1-c1nc2n(n1)C(c1ccccc1Cl)C(C(N)=O)=C(C)N2 (stereo unspecified)	-1	-0.8	6	-1	0.8	1	8	1	0.8
CCOC(=O)N1CCC(NC(=O)c2cc3c(-c4ccccc4F)nn(C)c3s2)CC1	0	-5.4	-5	-13	-1.4	0	8	1	0.1
Cc1ccccc1OCc1nnc(SCc2nc3ccccc3c(=O)[nH]2)n1C	-3	1.2	-7	28	-0.3	12	8	-1	0.6
CC(C)(C)c1ccc(OCCNC(=S)NC(=O)c2cccnc2)cc1	-10	-0.2	0	0	0.8	12	5	-11	69
O=C(CSc1ncn[nH]1)Nc1ccc(S(=O)(=O)N2CCCC2)cc1	4	-0.4	-2	10	1.6	5	19	2	-0.7
Cc1ccc(-c2nc3cnccn3c2Nc2ccc3c(c2)OCO3)o1	16	-6.0	-1	-5	-0.2	20	10	28	-2.4
CCCNS(=O)(=O)c1ccc(CCC(=O)Nc2ccc3c(c2)OCCO3)cc1	-4	1.2	5	15&-39	0.5	5	8&10	-3	0.5
CC(C)C(Sc1nc(-c2ccccc2)cc(-c2ccccc2)c1C#N)C(=O)O (stereo unspecified)	-12	0.2	-8	62*	0.9	24	10	-2	3.2
CC(C)CNC(=O)CN(C)S(=O)(=O)c1ccc(F)cc1	0	0.5	-9	23	0.7	3	8	-4	-0.5
O=C(COc1ccccc1)Nc1nnc(-c2ccco2)o1	-2	1.0	8	13	2.6	0	1	4	-0.3
COc1cccc(C2Oc3ccccc3C3CC(c4cccs4)=NN32)c1 (stereo unspecified)	-5	2.2	-8	16	1.3	2	5	-1	0.5
Cc1ccc(NC(=O)N2CCCn3c(SCC(=O)c4ccccc4)nnc32)cc1	3	12	-3	-42	1.2	1	1	-4	4.0
O=C(CCn1nc(-c2ccc(Cl)cc2)c2ccccc2c1=O)NCCN1CCOCC1	5	-0.5	-3	3	-0.3	-1	7	-4	0.1
CCOC(=O)CN1NC2(CCCCCC2)NC1=S	-4	4.8	0	14	0.6	-5	7	27	-0.1
O=C(NC1CCCC1)C(c1ccsc1)N(Cc1ccco1)C(=O)Cc1cccs1 (stereo unspecified)	-3	-0.3	-6	31	-1.6	-1	3	0	-0.6
COc1ccc(CCNC(=O)C2CC(c3ccccc3[N+](=O)[O-])=NO2)cc1 (stereo unspecified)	-1	-2.5	-6	-21	0.1	-1	11	0	0.0
COc1ccccc1C(=O)Nc1nc2cc3c(cc2s1)OCCO3	-3	-5.6	-10	-15	0.8	14	10	0	-0.2
COC(=O)C1=C(C)NC(C)=C(C(=O)OC)C1c1ccccc1OCc1c(C)no[n+]1[O-]	4	-1.7	-2	10	-0.5	5	6	-4	0.0
COc1ccc(-c2ccc(CCC(=O)O)n2NC(=O)c2ccc(O)cc2)cc1	6	0.3	-3	14	0.4	8	5	1	-0.6
COc1ccc(C(=O)NCC(C)CN(C)C)cc1 (stereo unspecified)	-9	-4.8	-12	19	1.4	2	12	0	0.0
COc1cc(CCC(=O)OCC(=O)Nc2ccccc2C#N)cc(OC)c1OC	2	0.1	-13	6	-0.1	15	9	-1	0.9
COc1ccc(-c2ccc(OC)c([C@H]3[C@H]4C=CC[C@@H](C)[C@@H]4C(=O)N3Cc3ccccc3)c2)cc1	0	-0.9	x	3	x	25	13	0	-0.2
CCC(C)C(NC(=O)[C@@H](NC(=O)c1ccccc1F)C(C)C)C(=O)OC (stereo partly specified)	2	-2.0	5	0	0.6	3	17	1	-1.0
O=C(c1ccc(CSc2nc3ccncc3[nH]2)cc1)N1CCCCC1	2	-4.0	-7	12	0.8	-3	7	-1	x
CCC(NC(=O)C1CCC1)c1ccc(C)cc1 (stereo unspecified)	-1	12	-3	17	0.5	0	15	1	0.3
CCN1CCN(CCNC(=O)c2ccc(/C=C3/Sc4ccccc4N(Cc4cccc(C)c4)C3=O)cc2)CC1	17	-9.9	-14	-1	1.0	-80	15	10	0.8
Cn1nc(C(=O)NCc2cccs2)c2ccccc2c1=O	-6	1.4	-3	-1	-0.2	3	6	-1	0.6
Cc1ccc(-c2cc(C(=O)O)c3sc(N4CCCCC4)nc3n2)cc1	40	2.6	-5	-7	-0.2	4	2	3	2.5
c1ccc(CN2CCN(CCN3CCn4c3nc3ccccc34)CC2)cc1	2	-0.8	-7	-2	-0.9	-6	18	-1	-1.5
COc1cc(C(C)=O)ccc1OC(=O)c1cc2cccc(OC)c2oc1=O	-2	0.7	-1	-52	0.2	6	6	-1	18

(further entries)
SMILES	Runt-SMMHC FRET	TNF necrop inh	RBBP9 inhibitor	EP2 modulator	PERK inh	Hck Nef HTS	EP2 antag	Runt-CBFb FRET	zVAD death inh
COc1cccc(NC(=O)CSc2ncnc3c2oc2ccccc23)c1	-4	-0.2	-3	-1	0.2	0	11	1	0.8
COC(=O)c1sc2ccccc2c1-n1cccc1C(=O)C(=O)Nc1ccc(C)cc1	-6	-1.3	-17	-4	0.5	0	6	-3	-0.4
CCOC(=O)c1c(C(F)(F)F)nc2ncccn12	0	0.4	-7	12	0.2	0	11	3	-0.2
O=C(COC(=O)/C=C/c1ccc(Cl)cc1)NCCN1C(=O)CSC1=O	-3	1.1	-5	-28	0.2	24	2	-4	0.3
O=C(NCCCNC(=O)C(F)(F)C(F)F)C(F)(F)C(F)F	3	-3.0	7	11	0.6	0	9	-1	0.6
CCNC(=S)NS(=O)(=O)c1ccc(Cl)cc1	0	-1.9	-6	2	0.9	2	15	3	0.5

This is a subset (hit frequency here may not be typical).
